MEKK2 WT-MEK5: raises or lowers MEK5 binding to wildtype human MEKK2 PB1 domain | Q9Y2U5 | bead flow cytometry, Alexa488-MEK5 binding to MEKK2 WT; actives lie on both sides | binding response (% of control), % at 10 µM | hit rate 1.1% among 290,000; in the data active = binding response below about 67% or above about 130%
MEKK2mut PB1 HTS: signal of MEK5 binding to mutant human MEKK2 PB1 domain. bead flow cytometry, Alexa488-MEK5 binding to MEKK2 mutant. hit rate 0.35% among 290,000. percent response, % at 10 µM; in the data active = percent response above about 24%, passing the limit was not always enough; also: inactives centre near 1; some results filed as inactive read as strong as hits
CRFBP-R2 agonist: CRF-BP/CRF-R2 complex agonism. HEK293 CRF-R2/CRF-BP, calcium dye fluorescence (FLIPR); percent of saturating CRF peptide response. activation, % at 13.2 µM. hit rate 0.46% among 350,000;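 active = activation of at least 50%, plus an integration ratio under a set limit after plate pattern correction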;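 also: plate controls were neutral control wells without compound for no effect and CRF at EC100 for full effect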
CRFBP-R2 block: antagonists of CRF-binding protein/CRF-R2 receptor complex | HEK293 CRF-R2/CRF-BP, CRF-induced calcium fluorescence | inhibition, % at 11.8 µM | hit rate 0.59% among 350,000 | AID 588475;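 active = inhibition of the ligand-induced calcium signal above about 50% at the single tested concentration, limit read from the data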
UBC9 SUMO inh: blocks human SUMOylation mediated by UBC9; AID 2006; hit rate 0.36% among 290,000; HTRF SUMOylation assay, SAE1/SAE2 + UBC9, in vitro; inhibition, % at 35 µM; in the data active = inhibition above about 50%, passing the limit was not always enough; also: strong numbers were not always called active
Target sequence (P63279 whole entry, looked up): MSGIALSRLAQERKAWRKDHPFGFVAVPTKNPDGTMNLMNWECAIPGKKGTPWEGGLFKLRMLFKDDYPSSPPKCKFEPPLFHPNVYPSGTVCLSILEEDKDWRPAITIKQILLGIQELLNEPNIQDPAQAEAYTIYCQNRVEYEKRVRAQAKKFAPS
GalR3 antag: human GalR3 antagonism | O60755 | HEK293 GalR3-CNG cAMP membrane potential fluorescence; galR3 body fused to GalR1 C-terminus | inhibition, % at 3 µM | hit rate 0.44% among 360,000 | AID 651719;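 active = inhibition above the screen-wide average plus 3 SD, cut at about 13% in these data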;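 also: forskolin and galanin both at EC90 stimulate the cells; cAMP rise reported by CNG channel membrane potential dye signal; 0% = forskolin plus galanin with DMSO and 100% = forskolin alone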
Target sequence (O60755 1-299 limits assumed): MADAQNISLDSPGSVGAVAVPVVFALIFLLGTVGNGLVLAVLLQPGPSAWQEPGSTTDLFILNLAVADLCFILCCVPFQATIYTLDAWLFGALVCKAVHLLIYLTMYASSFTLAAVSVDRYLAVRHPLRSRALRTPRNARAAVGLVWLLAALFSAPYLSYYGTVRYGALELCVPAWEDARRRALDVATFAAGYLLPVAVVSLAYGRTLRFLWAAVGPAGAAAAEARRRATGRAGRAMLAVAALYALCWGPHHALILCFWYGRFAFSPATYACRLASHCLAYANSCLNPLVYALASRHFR
MEKK3 PB1 HTS: modulators (inhibitors or enhancers) of MEK5 binding to human MEKK3 PB1 domain; Q99759; bead-based flow cytometry, Alexa488-MEK5 binding to MEKK3; actives lie on both sides; 0 = blocked by unlabeled MEK5, 100 = vehicle; binding response (% of control), % at 10 µM; hit rate 1.4% among 290,000; AID 1529;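 active = binding response more than 3 SD above or below the average of its plate-row segment, actives on both sides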;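 also: Alexa488 bead fluorescence after subtracting the streptavidin-only scavenger bead signal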
Target sequence (Q99759 whole entry, looked up, the tested form may be a part): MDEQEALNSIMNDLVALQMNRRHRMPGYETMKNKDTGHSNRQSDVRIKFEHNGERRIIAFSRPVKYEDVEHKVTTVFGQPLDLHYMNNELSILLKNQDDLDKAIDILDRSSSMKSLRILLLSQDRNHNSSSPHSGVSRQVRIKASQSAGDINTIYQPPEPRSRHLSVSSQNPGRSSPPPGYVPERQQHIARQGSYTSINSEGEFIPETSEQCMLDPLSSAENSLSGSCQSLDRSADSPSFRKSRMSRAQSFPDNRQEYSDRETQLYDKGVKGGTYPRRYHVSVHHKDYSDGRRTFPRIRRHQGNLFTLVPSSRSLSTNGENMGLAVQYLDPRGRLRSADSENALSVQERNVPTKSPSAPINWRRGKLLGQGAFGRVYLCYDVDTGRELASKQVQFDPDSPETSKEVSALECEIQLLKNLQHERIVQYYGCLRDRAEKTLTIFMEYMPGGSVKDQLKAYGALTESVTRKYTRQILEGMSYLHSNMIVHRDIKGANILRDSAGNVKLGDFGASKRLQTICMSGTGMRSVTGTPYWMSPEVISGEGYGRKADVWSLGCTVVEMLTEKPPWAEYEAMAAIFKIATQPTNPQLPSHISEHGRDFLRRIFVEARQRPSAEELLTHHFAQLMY
DNA FID counter: counter-screen for HCV NS3 helicase inhibitors: DNA intercalator displacement; inhibition, % at 7.9 µM; AID 1845; DNA fluorescent intercalator displacement, fluorescence; hit rate 0.17% among 290,000; in the data active = inhibition above about 37%;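 also: 0% = vehicle and 100% = reference compound; higher means more ethidium bromide displaced from hairpin DNA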
HCV NS3 hel inh: blocks Hepatitis C virus NS3 helicase unwinding; AID 1800; NS3 helicase DNA unwinding, Cy5 molecular beacon fluorescence; hit rate 0.56% among 290,000; inhibition, % at 10.9 µM;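 active = inhibition above the mean of all tested compounds plus 3 SD, set per campaign, cut at about 35% in these data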;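 also: 0% = DMSO wells and 100% = thioflavine S control wells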
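Compound dosing – single dose, 10.9 µM nominal final, DMSO 0.8% final · System – NS3 helicase fragment of HCV · Buffer or medium – MOPS pH 6.5, MgCl2, DTT, Tween20, BSA · Signal – Cy5 beacon fluorescence read at start and 1 h · Also added – annealed dual-labelled DNA beacon duplex, ATP-started · Schedule – 1 h at 25 °C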
Active calls of the source: *; nt = no result given; & = joins results of further samples; [ ] = remark or other dose. These rows are one share of the data; the hit share may differ from the screen's.

SMILES	MEKK2 WT-MEK5	MEKK2mut PB1 HTS	CRFBP-R2 agonist	CRFBP-R2 block	UBC9 SUMO inh	GalR3 antag	MEKK3 PB1 HTS	DNA FID counter	HCV NS3 hel inh
Cc1onc(-c2ccccc2)c1C(=O)Nc1cccnc1	96	-2	7.0	-21	27	-5	94	-3	2
O=C(c1c(F)cccc1Cl)N1CCN(c2ccccn2)CC1	102	1	1.8	-3	4	-10	101	-11	5
C[C@H](NC(=O)OC(C)(C)C)c1nnc(SCC(=O)Nc2ccc(Br)cc2)o1	94	-5	1.3	0	-4	-5	101	-17	1
Cc1cccc(C)c1NC(=O)CSc1nnc(-c2ccco2)c(-c2ccco2)n1	82	-3	2.3	-24	44	nt	95	-14	36
CCO[C@@H]1OC(C(=O)N2CCN(Cc3ccccc3)CC2)=C[C@H](c2cn(C(C)=O)c3ccccc23)[C@H]1CCCO	101	0	-3.0	-1	6	-8	97	-38	-14
Cc1cccc(NC(=O)CSc2nnc(-c3cc(C)n(-c4ccccc4)c3C)o2)c1C	nt	nt	0.6	-8	2	-3	nt	-26	7
CCOC(=O)C(NCc1ccccc1OC)(NC(=O)c1ccccc1)C(F)(F)F (centres undefined)	107	6	-0.6	1	-1	-4	108	3	1
COc1cccc(Nc2ncccc2C(=O)NCc2ccccc2)c1	97	0	9.8	-18	-12	0	101	-8	-16
O=C(Oc1ccccc1OC(=O)N1CCOCC1)N1CCOCC1	nt	nt	-1.8	11	-4	-5	nt	-2	8
O=C(C[n+]1cc(-c2ccc(F)cc2)n2c1CCC2)OCc1ccccc1	99	-2	0.5	5	-9	5	96	5	-13
CC1CN(Cc2nc3c(c(=O)n(C)c(=O)n3C)n2CC(O)CO)CC(C)O1 (centres undefined)	99	-4	1.8	-7	15	-4	97	1	1
COc1cc(C(=O)N2CCN(C(=O)C3COc4ccccc4O3)CC2)cc(OC)c1OC (centres undefined)	100	-1	-0.7	5	6	3	99	-43	32
O=C(COc1ccccc1Cl)NC(=S)Nc1cccc(NC(=O)c2ccccc2Cl)c1	71	-8	0.3	-10	-10	-10	73	4	11
O=C1c2ccccc2C(=O)N1CCCSc1nc2ccccc2o1	101	3	2.9	12	-8	4	99	-5	8
COc1ccc(CCN=C(N)NS(=O)(=O)c2ccc(F)cc2)cc1OC	100	2	-0.5	2	-5	0	101	-8	8
CCOC(=O)c1c[nH]n(-c2ccccc2)c1=O	102	6	-1.7	8	10	-3	101	3	15
CN(C)c1ccc(-c2ccc3c(=O)c4ccccc4n(C)c3c2)cn1	96	1	3.6	3	30	-7	99	0	3
Cc1cc(C(=O)Nc2ccc(F)c(Cl)c2)on1	101	4	-0.6	8	7	-10	98	0	-5
Cc1ccc(C)c(N2CCN(C(=O)C3CCC3)CC2)c1	105	4	-0.6	6	3	-11	105	-24	-5
COc1ccc(-c2cn3cccnc3n2)cc1NS(=O)(=O)c1ccccc1	104	9	-0.4	0	12	-3	98	-17	6
COc1ccc(C(=O)NC2CC2)cc1OC1CCN(Cc2ccc(F)cc2)CC1	109	4	0.1	-3	3	-4	102	7	3
CCOc1ccc2nc(SCC3CC3(Cl)Cl)[nH]c2c1 (centres undefined)	95	-14	0.4	-3	13	-5	88	-2	-27
O=C(NCc1ccccn1)c1cc(-c2ccccc2)nc2ccccc12	98	-1	-1.7	24	-3	1	86	-18	-7
COc1ccc(C(=O)NCC(=O)OCC(=O)c2ccc3c(c2)OCCO3)cc1	106	1	-1.1	-1	-12	-4	101	-3	6
O=C(O)C(F)(F)S(=O)(=O)O	100	1	0.3	5	23	-1	98	1	-3

One compound at a time, from the list above. Order of values: MEKK2 WT-MEK5	MEKK2mut PB1 HTS	CRFBP-R2 agonist	CRFBP-R2 block	UBC9 SUMO inh	GalR3 antag	MEKK3 PB1 HTS	DNA FID counter	HCV NS3 hel inh
C[C@H](NC(=O)OC(C)(C)C)c1nnc(SCC(=O)Nc2ccc(Br)cc2)o1 in the list: 94	-5	1.3	0	-4	-5	101	-17	1
COc1cc(C(=O)N2CCN(C(=O)C3COc4ccccc4O3)CC2)cc(OC)c1OC (centres undefined) in the list: 100	-1	-0.7	5	6	3	99	-43	32

Next section
SMILES	MEKK2 WT-MEK5	MEKK2mut PB1 HTS	CRFBP-R2 agonist	CRFBP-R2 block	UBC9 SUMO inh	GalR3 antag	MEKK3 PB1 HTS	DNA FID counter	HCV NS3 hel inh
CCOC(=O)CSc1nc2cc(C(=O)OC)ccc2c(=O)n1CCN1CCOCC1	104	3	0.2	20	20	-5	102	-10	-15
COc1ccc(OC)c(NC(=S)NCCSc2ccc(C)cc2)c1	112	1	-0.1	11	-23	-3	142*	-11	-10
COc1ccc(NC(=S)NCCCCCC(=O)C[N+](=O)[O-])cc1	91	-8	3.3	-7	-14	-4	88	-11	-8
Cn1cccc1Cc1nnc(SCC(=O)Nc2nccs2)n1CCc1ccccc1	nt	nt	-2.1	9	6	2	nt	-62	24
O=C1c2cc([N+](=O)[O-])cc3cc([N+](=O)[O-])cc(c23)C(=O)N1c1ccccn1	102	0	-0.5	3	-5	nt	106	3	6
COc1ccc(C(=O)Nc2ccc(Cn3ccnc3)cc2)cc1OC	100	2	0.1	2	9	-8	92	-3	4
O=C(CN(Cc1ccccc1Cl)C(=O)CNS(=O)(=O)c1ccc(F)cc1)NCC1CCCO1 (centres undefined)	99	-2	0.5	-1	-15	-5	101	-32	-8
CC(C)(C)n1nnnc1C(c1cccc(C#N)c1)N1CCN2CCCC2C1 (centres undefined)	nt	nt	-1.1	1	0	-2	nt	2	3
COc1ccc(CN2CCNC(=O)C2CC(=O)NC2CCC2)c(OC)c1 (centres undefined)	120	14	2.2	6	12	-2	108	-11	-6
COc1ccc([N+](=O)[O-])cc1NC(=O)CC(C)c1ccccc1 (centres undefined)	100	3	-0.9	29	23	-4	97	4	-3
CC(OC(=O)CCC(=O)c1cccs1)C(=O)Nc1ccc(Cl)cn1 (centres undefined)	102	3	-0.5	12	-11	1	105	-10	2
CN(c1ccccc1)S(=O)(=O)c1ccc(NC(=O)COc2ccccc2)cc1	103	2	3.7	-27	3	-1	101	-14	-13
CCCCOc1ccc(/C=N/Nc2cc(N3CCOCC3)nc(C)n2)cc1	121	5	0.7	-18	-11	-8	104	-7	-13
COc1cc2c(cc1O)[C@@H]1Cc3cc(OC)c(OC)cc3C(C2)N1C	86	3	-2.5	-11	21	-3	94	nt	nt
O=C(Nc1cccc(NC(=O)C2CCCO2)c1)c1ccco1 (centres undefined)	90	-5	3.1	-12	17	2	84	0	-3
COc1ccc(C2C(C#N)C(C#N)N3CCCN23)cc1 (centres undefined)	112	7	-0.8	11	-5	-2	107	0	-1
Clc1ccc(-c2nnc3sc(-c4ccc(Br)o4)nn23)cc1	101	4	53*	-115	14	3	102	1	-8
COc1ccc(-c2nc(CN3CCN(c4cc(C)nc(C)c4)CC3)c(C)o2)c2ccccc12	158*	-6	-1.6	-4	13	-7	107	25	-62
COCCCN(C(C)=O)c1nc(-c2ccccc2)cs1	97	9	0.1	-21	1	-4	100	-15	-3
N/C(=N\OC(=O)Cc1ccc([N+](=O)[O-])cc1)c1ccc([N+](=O)[O-])cc1	97	0	-1.2	12	5	-10	97	4	5
c1cnc(Nc2nc(-c3ccc4ccccc4c3)cs2)nc1	104	4	1.3	-1	26	0	104	5	5
COc1ccc(CNC(=O)CN2C(=O)C(C)N(c3ccc(C)cc3)C2=O)cc1 (centres undefined)	nt	nt	-1.6	27	-1	-3	nt	-11	-13
O=C1N=C(N2CCN(c3ccccc3)CC2)S/C1=C/c1cccs1	90	9	4.6	15	-8	-4	102	-19	2
O=[N+]([O-])c1ccc(-c2ccc(/C=N/O)o2)cc1	103	10	-0.8	-9	12	-6	107	6	2
COc1ccc(CCNC(=O)C2CCN(S(=O)(=O)N3CC(C)CC(C)C3)CC2)cc1OC (centres undefined)	99	0	-0.5	0	-18	-8	97	-17	-4

Looked up above:
MEKK3 PB1 HTS, COc1ccc(C(=O)NCC(=O)OCC(=O)c2ccc3c(c2)OCCO3)cc1 is entered as 101
HCV NS3 hel inh, Cc1cc(C(=O)Nc2ccc(F)c(Cl)c2)on1 is entered as -5
MEKK3 PB1 HTS, COc1ccc(C(=O)NC2CC2)cc1OC1CCN(Cc2ccc(F)cc2)CC1 is entered as 102
DNA FID counter, CC(OC(=O)CCC(=O)c1cccs1)C(=O)Nc1ccc(Cl)cn1 (centres undefined) is entered as -10
UBC9 SUMO inh, CC1CN(Cc2nc3c(c(=O)n(C)c(=O)n3C)n2CC(O)CO)CC(C)O1 (centres undefined) is entered as 15
HCV NS3 hel inh, O=C(NCc1ccccn1)c1cc(-c2ccccc2)nc2ccccc12 is entered as -7

Only MEKK3 PB1 HTS and GalR3 antag (7 entries from above):
SMILES	MEKK3 PB1 HTS	GalR3 antag
N/C(=N\OC(=O)Cc1ccc([N+](=O)[O-])cc1)c1ccc([N+](=O)[O-])cc1	97	-10
COc1ccc(-c2nc(CN3CCN(c4cc(C)nc(C)c4)CC3)c(C)o2)c2ccccc12	107	-7
COc1ccc(C(=O)Nc2ccc(Cn3ccnc3)cc2)cc1OC	92	-8
COc1ccc(C2C(C#N)C(C#N)N3CCCN23)cc1 (centres undefined)	107	-2
CC(C)(C)n1nnnc1C(c1cccc(C#N)c1)N1CCN2CCCC2C1 (centres undefined)	nt	-2
Clc1ccc(-c2nnc3sc(-c4ccc(Br)o4)nn23)cc1	102	3
COCCCN(C(C)=O)c1nc(-c2ccccc2)cs1	100	-4

(more compounds)
SMILES	MEKK2 WT-MEK5	MEKK2mut PB1 HTS	CRFBP-R2 agonist	CRFBP-R2 block	UBC9 SUMO inh	GalR3 antag	MEKK3 PB1 HTS	DNA FID counter	HCV NS3 hel inh
O=C(C(Cl)c1ccccc1)N1CCCC1 (centres undefined)	96	-3	1.4	14	7	-6	98	0	-5
CC1CCN(S(=O)(=O)N2CCC(C(=O)NCCC3=CCCCC3)CC2)CC1	70	-23	2.2	2	-7	-7	70*[inhibitor]	-14	2
COc1ccc(NC(=O)CC(C)n2ccnc2)cc1 (centres undefined)	101	1	-0.7	-4	8	-5	99	-3	-6
CO[C@H]1C=CO[C@@]2(C)Oc3c(C)c(O)c4c(O)c(c5c(c4c3C2=O)NC2(CCN(CC(C)C)CC2)N=5)=NC(=O)C(C)=CC=C[C@H](C)[C@H](O)[C@@H](C)[C@@H](O)[C@@H](C)[C@H](OC(C)=O)[C@@H]1C	102&105	3&2	nt	nt	-15	nt	96&105	-20	-17
CN/N=C/c1ccc(C#N)cc1	85	-8	-0.2	-1	9	-3	83	6	-3
NC(=O)CN(c1ccc([N+](=O)[O-])cc1)S(=O)(=O)c1ccccc1	91	-1	-0.2	0	14	1	92	-6	1
O=C(O)c1ccc(N2CCCCC2)cc1	98	-2	-3.2	14	-10	-2	100	-2	-1
COc1ccccc1NC(=O)CN1CCN(S(=O)(=O)c2ccc(Br)cc2)CC1	nt	nt	6.6	-11	13	-4	nt	1	2
COC(=O)C1CN(C(=O)COc2cc(C)c(Cl)c(C)c2)c2ccccc2O1 (centres undefined)	102	2	0.3	1	-12	-11	105	-22	-15
CN(CCOc1ccccc1)CC(=O)Nc1cccc(Br)c1	97	-1	-2.5	8	16	-2	103	9	-4

High-throughput results (PubChem BioAssay)
